Screens: PubChem BioAssay, several laboratories
HTR2A ag: mouse Htr2a agonists via beta-arrestin recruitment, primary screen, cell-based, luminescence; 5-hydroxytryptamine receptor 2A (Mus musculus), P35363; CHO-K1 mHTR2A beta-arrestin complementation; percent of 30 µM serotonin response; activation, % at 7.6 µM; 360,000 tested, 0.66% active;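 active means activation above a run cutoff, the mean activation of all tested compounds plus 3 SD, cut at about 14% in these data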;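 further: 0% = plate median of compound wells and 100% = 30 µM serotonin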
Target sequence (P35363 whole entry, looked up): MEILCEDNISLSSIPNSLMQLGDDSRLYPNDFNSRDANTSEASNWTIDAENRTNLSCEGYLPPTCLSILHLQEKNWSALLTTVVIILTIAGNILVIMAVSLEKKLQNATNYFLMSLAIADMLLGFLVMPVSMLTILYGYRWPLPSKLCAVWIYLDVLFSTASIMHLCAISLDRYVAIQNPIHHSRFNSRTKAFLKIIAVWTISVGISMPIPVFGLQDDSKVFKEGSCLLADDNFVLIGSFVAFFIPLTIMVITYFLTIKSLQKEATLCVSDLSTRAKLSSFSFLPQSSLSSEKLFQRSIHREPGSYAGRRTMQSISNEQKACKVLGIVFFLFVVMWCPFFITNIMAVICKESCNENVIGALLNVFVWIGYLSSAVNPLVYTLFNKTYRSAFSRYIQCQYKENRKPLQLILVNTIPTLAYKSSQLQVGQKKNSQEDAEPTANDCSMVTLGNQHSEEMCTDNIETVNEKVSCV
MC4R antag cAMP: MC4R antagonists of cAMP signaling, primary screen, cell-based, TR-FRET, antagonist arm of biased-ligand search | 360,000 tested, 0.48% active | MC4R-expressing cells, MTII-stimulated cAMP, LANCE TR-FRET | inhibition, % at 6.5 µM | AID 540295, 2011 | Melanocortin receptor 4 (Homo sapiens), P32245;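 active means inhibition above its plate's cutoff, the mean of tested wells on that plate plus 3 SD, cut at about 29% in these data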;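 further: 0% = Melanotan II alone and 100% = Melanotan II plus saturating MCL0020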
Target sequence (P32245 whole entry, looked up): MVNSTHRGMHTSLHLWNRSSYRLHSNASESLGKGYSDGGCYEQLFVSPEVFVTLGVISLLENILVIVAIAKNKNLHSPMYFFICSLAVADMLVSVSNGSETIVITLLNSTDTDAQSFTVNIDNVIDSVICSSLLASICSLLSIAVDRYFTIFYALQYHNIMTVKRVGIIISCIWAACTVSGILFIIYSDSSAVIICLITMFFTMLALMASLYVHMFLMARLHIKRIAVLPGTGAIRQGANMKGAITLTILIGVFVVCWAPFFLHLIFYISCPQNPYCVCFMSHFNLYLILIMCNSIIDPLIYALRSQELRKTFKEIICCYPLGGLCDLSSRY
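system = U2OS cells with stable human MC4R expression | also added = Melanotan II challenge after compound preincubation | dosing = one concentration, 6.5 µM nominal | incubation = compound 30 min, challenge 1 h, detection 1 h | measured by = TR-FRET with Eu-cAMP and labeled anti-cAMP, 671 nm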
hiPSC survival: enhancers of single-cell hiPSC survival, primary screen, ATPlite luminescence | survival enhancement, % at 20 µM | AID 602274, 2012 | 360,000 tested, 0.044% active | 100% = ROCK inhibitor wells, 0% = DMSO; in the data active means survival enhancement above about 18%;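 further: cells exposed to compounds for 16 hours before the ATP read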
MC4R barr agon: MC4R agonists recruiting beta-arrestin, primary screen, cell-based, luminescence, agonist arm of biased-ligand search; Melanocortin receptor 4 (Homo sapiens), P32245; U2OS MC4R beta-arrestin complementation; percent of melanotan II response, DMSO zero; activation, % at 8.9 µM; 360,000 tested, 0.98% active; AID 540308, 2011;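 active means activation above a per-plate cutoff, the mean activation of sample wells on that plate plus 3 SD, cut at about 8% in these data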
Glyco luc inh: increase of ERlucT glycosylation luciferase signal, primary screen, N-linked glycosylation inhibitor project, D54 ERlucT cells, luminescence, set 2; D54 ERlucT glycosylation luciferase reporter, 24 h; percent of 100 nM tunicamycin response; reporter increase, % at 12.5 µM; 360,000 tested, 0.23% active; AID 588692, 2011;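 active means mean luciferase reporter signal, scaled so untreated is 0 and the glycosylation-blocking control 100, at or above a set limit in every replicate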;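 further: luciferase carries N-glycosylation sites so blocking glycosylation raises the light; 0% = median of neutral control wells and 100% = median of 100 nM tunicamycin wells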
ABCB6 inh 2: ABCB6 transporter inhibitors, primary screen, K562-ABCB6 cells, flow cytometry, MLPCN library; ATP-binding cassette sub-family B member 6 (Homo sapiens), Q9NP58; K562-ABCB6 porphyrin accumulation, 1 h; active compounds read low; fluorescence ratio to DMSO, % at 10 µM; 360,000 tested, 0.19% active; AID 602162, 2011;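 active means fluorescence ratio to DMSO below 75%, the collection mean minus 3 SD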;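 further: signal is porphyrin accumulated inside mitochondria; 100% equals median channel fluorescence of DMSO control wells; lower ratio means ABCB6 inhibition with less porphyrin fluorescence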
aDG glyco act: activators of alpha-DG glycosylation, primary screen, uHTS, Pro5-aDG cells, AlphaScreen | alpha-DG glycosylation AlphaScreen (IIH6); 0% Pro5, 100% B10-LARGE cell signal | activation, % at 10 µM | 360,000 tested, 0.22% active | AID 624168, 2012;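 active means activation of at least 8% versus controls, or a plate z-score of at least 8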;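 further: Pro5 are CHO cells carrying HIG-tagged alpha-DG that lacks glycosylation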
ABHD5-PLIN5 inh: ABHD5-PLIN5 interaction inhibitors, primary screen, cell lysate, split luciferase complementation, luminescence; Perilipin-5 (Homo sapiens) + 1-acylglycerol-3-phosphate O-acyltransferase ABHD5 (Homo …; Split G. princeps luciferase complementation, 4 h; inhibition, % at 4 µM; 360,000 tested, 0.78% active; AID 602281, 2012;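 active means inhibition above the mean inhibition across every tested compound plus 3 SD, cut at about 22% in these data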;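 further: 0% = DMSO only wells and the 100% control is not disclosed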
H9c2 protect: cardioprotection against H2O2-induced cell death, primary screen, uHTS, H9c2 cells, ATPLite luminescence; protection from H2O2 cell death, % at 20 µM; H9c2 cardiomyocytes, H2O2 injury protection, 2 h; 360,000 tested, 0.63% active;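 active means compounds giving at least 50% protection of heart cells from peroxide-induced death in the single-dose screen, raw or plate-pattern-corrected value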;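 further: 0% = DMSO wells with peroxide and 100% = DMSO wells without peroxide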
Exocytosis inh: LAMP-1 surface exposure blockers, TALL-104 cells – cell-based, flow cytometry, MLPCN library, primary screen; inhibition, % at 10 µM; 360,000 tested, 0.66% active; TALL-104 LAMP-1 surface exposure; cells stimulated with thapsigargin and PMA;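 active means inhibition above about 55%, limit read from the data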
* marks the source's active call; other numbers are inactive results; nt = no result given.

Order of results: HTR2A ag	MC4R antag cAMP	hiPSC survival	MC4R barr agon	Glyco luc inh	ABCB6 inh 2	aDG glyco act	ABHD5-PLIN5 inh	H9c2 protect	Exocytosis inh
Cc1ccc(CNC(=O)c2ccc(N3CCC4(CC3)CC(c3ccccc3)=NO4)c(NC(=O)c3ccccc3)c2)cc1
→ 2	3	3.0	0.8	5	102	0.0	1	-3	-6
CC1(C)CC(=O)C(C=NCCN2CCN(CCCCS(=O)(=O)O)CC2)=C(O)C1
→ -3	6	-2.0	-2.3	2	100	0.0	-6	-3	-7
Cc1sc2nc(CSC(C)C(=O)Nc3ccc(C#N)cc3)[nH]c(=O)c2c1C (stereo not drawn)
→ -2	11	0.2	0.3	1	112	1.0	8	20	9
COc1ccccc1CN1CCN(C(CC(C)C)c2nnnn2Cc2cccs2)CC1 (stereo not drawn)
→ -8	2	-3.1	4.6	-3	93	-0.1	3	15	11
C#CCNC(=O)C1=C[C@H](c2cn(C(C)=O)c3ccccc23)C[C@H](OCc2ccc(CO)cc2)O1
→ 4	16	-1.8	-0.1	3	91	-0.1	5	25	-4
CCn1c(O)c(N=NC(=O)CNc2cccc(C)c2)c2ccccc21
→ 3	3	1.0	-0.9	1	99	-0.1	-3	6	-2
CN1CCC(=NNC(=O)c2cn(-c3ccccc3)nc2-c2ccccc2)CC1
→ -5	6	-1.9	-1.7	-1	96	0.4	-5	3	-4
CCOc1ccccc1N1CCN(c2ncnc3scc(-c4ccc(OC)cc4)c23)CC1
→ -14	-1	-0.3	-0.7	-10	102	0.2	7	2	19
Cc1ccc(S(=O)(=O)N2CCOCC2)cc1C(=O)NC(C)CCc1ccccc1 (stereo not drawn)
→ 1	-4	0.6	-1.1	-1	93	0.3	9	7	-3
CC(C)c1ccc(NC(=O)CCNS(=O)(=O)c2ccc3[nH]c(=O)oc3c2)cc1
→ -1	-1	0.1	0.1	0	97	0.0	-3	-1	1
O=C(CN1C(=O)COCC1=O)N1CCOCC1
→ -3	1	-0.7	-2.1	0	92	-0.1	-6	7	-5
CCN1CCCC1CNCc1cc(OC)c(OC)c(OC)c1 (stereo not drawn)
→ 2	10	-2.4	1.2	2	101	1.1	0	1	-2
CCOC(=O)Cc1csc(NC(=O)CC)n1
→ 12	-3	8.5	-1.3	2	96	-0.3	2	0	10
Cn1c(=O)c2c(ncn2CC(=O)OCC(=O)Nc2ccc(Cl)cc2)n(C)c1=O
→ 4	20	-0.3	1.5	1	92	0.0	2	1	-1
CSc1ccc(C2=C/C(=C3/SC(=S)NC3=O)c3ccccc3O2)cc1
→ 5	-2	-0.6	0.2	0	153	0.0	-8	-8	-3
CCC(CC)NC(=O)CN1CCN(S(=O)(=O)c2cccs2)CC1
→ -2	-1	-0.4	-0.7	-1	101	-0.1	-14	2	2
Cc1ccc(NC(=O)Cc2ccccc2Cl)cc1S(=O)(=O)N(C)C
→ -1	12	0.1	3.2	-2	105	0.0	-7	4	10
CCC(=O)NS(=O)(=O)c1cccnc1Nc1ccccc1Cl
→ 6	2	1.4	-1.1	0	90	-0.2	2	-9	0
O=C(Nc1ccc(F)cc1F)NC1CCCCCCC1
→ 0	6	-0.5	-1.6	-3	99	0.3	-9	-1	1
CCOC(=O)CSc1nnc(-c2c[nH]c3ccccc23)n1CC
→ -5	8	-0.6	0.0	0	88	-0.2	6	-5	-11
COc1cccc(NC(=O)N(C)C[C@H]2Oc3cc(Br)ccc3S(=O)(=O)N([C@H](C)CO)C[C@H]2C)c1
→ -1	-2	-1.6	-1.6	-1	94	0.2	1	-3	-8
CCCCCCCn1c(NC(=O)CC)nc2ccccc21
→ -7	1	-0.8	-1.6	7	102	0.7	5	24	23
CCN(CC)S(=O)(=O)c1ccc(/C(O)=C2/C(=O)C(=O)N(CCOC)C2c2ccccc2)cc1 (stereo not drawn)
→ 1	-3	2.0	-1.4	2	97	-0.2	-3	-4	-3
CCOC(=O)C1CCN(S(=O)(=O)c2c[nH]c(=O)[nH]c2=O)CC1
→ 8	-2	1.2	-1.1	2	103	0.1	-1	-2	1
O=[N+]([O-])c1cc2ncccc2c2ncccc12
→ 15*	-2	-1.9	-2.2	7	98	0.6	-7	0	4
COc1ccc(C2=NOC(C(=O)Nc3cc(C)on3)C2)cc1 (stereo not drawn)
→ 4	18	0.7	-1.1	1	104	0.4	-6	-6	2
COc1cccc(NC(=O)CN(C)C(=O)c2ccc(N3CCOCC3)c([N+](=O)[O-])c2)c1
→ 4	1	0.1	-3.0	4	93	-0.2	7	-2	4
Cc1ccc(N(C(=O)c2snc(C(N)=O)c2N)C(C(=O)NCC2CCCO2)c2ccc(C)o2)c(C)c1 (stereo not drawn)
→ 3	5	-0.3	-0.2	-3	89	-0.1	-4	0	20
COc1cccc(NC(=O)CCCn2nc(C)c3c(C)n(-c4ccccc4)nc3c2=O)c1
→ 1	-6	-0.6	-2.1	4	95	0.0	8	-3	-5
Cc1ccc(S(=O)(=O)N2CCC(C(=O)Nc3nnc(COc4ccccc4)s3)CC2)cc1
→ 5	-10	0.0	1.3	1	99	1.5	5	-8	7
CC1(C(=O)NS(=O)(=O)c2ccc(F)cc2F)CCN1C(=O)CC1CCCCC1 (stereo not drawn)
→ -3	5	0.3	0.3	4	104	-0.1	2	1	-1
COc1cccc(NC(=O)CSc2nnnn2C2CCCC2)c1
→ -6	-4	0.7	0.1	0	87	0.1	-4	-4	17
O=C1c2ccccc2C(=O)N1CC(=O)N1c2ccccc2Sc2ccccc21
→ -3	10	3.7	-0.7	2	90	0.0	1	10	-1
COCCN(C(=O)CSc1nnc(-c2cccc(F)c2)n1N)c1c(N)n(CC(C)C)c(=O)[nH]c1=O
→ 9	6	0.6	-2.6	3	100	-0.2	3	2	0
COc1ccc(NS(=O)(=O)c2coc(C(N)=O)c2)cc1Cl
→ 3	0	-1.5	0.3	3	106	0.0	8	0	3
Cc1ccc2c(c1)N(C(=O)CCC(=O)NCc1cccc(Br)c1)CC(C)O2 (stereo not drawn)
→ 0	2	-0.2	3.0	-1	98	-0.1	3	4	-3
O=C1c2ccccc2C(=O)N1c1ccc(S(=O)(=O)N2CCCCC2)cc1
→ -1	9	-0.6	-0.8	-1	97	0.0	3	-2	-7
O=C(COC(=O)Cc1ccc(F)cc1)Nc1ccc(Cl)cn1
→ 3	0	-1.4	-0.5	0	95	-0.2	-2	0	0
CC(OC(=O)c1ccc(Cl)nc1)C(=O)NCc1ccc2c(c1)OCO2 (stereo not drawn)
→ 12	1	-0.5	0.5	1	91	7.2*	4	4	6
COCn1c(-c2cccc(Br)c2)nc2ccccc21
→ -5	4	-1.4	-1.4	2	103	0.3	-5	-4	-3

Just ABCB6 inh 2, MC4R antag cAMP and aDG glyco act, for 2 of the compounds above:
molecule,ABCB6 inh 2,MC4R antag cAMP,aDG glyco act
O=C(COC(=O)Cc1ccc(F)cc1)Nc1ccc(Cl)cn1,95,0,-0.2
COc1cccc(NC(=O)N(C)C[C@H]2Oc3cc(Br)ccc3S(=O)(=O)N([C@H](C)CO)C[C@H]2C)c1,94,-2,0.2

(continued)
Order of results: HTR2A ag	MC4R antag cAMP	hiPSC survival	MC4R barr agon	Glyco luc inh	ABCB6 inh 2	aDG glyco act	ABHD5-PLIN5 inh	H9c2 protect	Exocytosis inh
Cc1ccc(NC(=O)Cn2cnc([N+](=O)[O-])c2)cc1C
→ -4	11	0.5	0.0	3	97	0.0	2	3	-4
CCOc1nc(-c2ccccc2)c2cc(Br)ccc2n1
→ 8	10	0.8	2.5	-1	97	0.0	5	-4	-12
CC1CC(C)CN(C(=O)C(C)N(C)CC(=O)Nc2ccc(Cl)cc2)C1 (stereo not drawn)
→ 6	12	0.6	1.6	0	89	0.6	-3	1	1
CCOc1cc(CNn2cnnc2)ccc1OCC(=O)NC1CCCCC1
→ -1	16	-0.6	-0.1	0	92	0.0	-4	-1	-1
O=C1c2ccccc2S(=O)(=O)c2cc(N3CCOCC3)ccc21
→ 11	-6	-5.3	-0.6	-18	95	-0.1	-2	-9	17
CN(Cc1ccccc1)C(=O)c1cc(-c2ccc(Br)cc2)on1
→ -6	2	3.2	-2.7	1	91	0.2	-2	-6	11
CCOC(=O)Cc1csc(NC(=O)NC2(C(F)(F)F)Oc3ccccc3O2)n1
→ 3	7	-4.3	-0.5	-3	99	0.3	26*	50*	1
COc1ccc(C(=O)N/N=C/c2ccc(OC)c(COc3c(F)c(F)cc(F)c3F)c2)cc1
→ -4	3	-0.2	3.2	-1	99	0.3	-4	-2	6
N=c1c2c3c(sc2ncn1CCCN1CCOCC1)CCCCC3
→ -6	2	1.4	-0.8	-1	99	-0.4	4	-2	-6
CCC(=O)Nc1cccc(C(=O)N(Cc2ccccc2)Cc2ccccc2)c1
→ -4	-4	-0.7	-0.2	-2	96	0.0	2	3	4
O=C(NC(=O)c1ccccc1)C1=C(N2CCCC2)COC1=O
→ 1	6	-0.7	0.6	-8	97	-0.3	3	-5	17
COCCN(Cc1cc2cc(C)ccc2n2nnnc12)C(=S)Nc1ccc(OC)cc1
→ 1	-3	0.3	2.5	3	98	0.0	-5	-8	-2
O=C(COC(=O)c1cccnc1Cl)NCCCc1ccccc1
→ 10	3	1.4	-1.4	1	101	-0.2	-3	4	-3
CN1CCN(CC(O)(c2ccc(Cl)cc2)c2ccc(Cl)cc2)CC1
→ -8	7	-2.0	-4.6	1	103	3.7	10	23	4
Cc1nc(SCC(=O)Nc2sccc2C(N)=O)c2c(C)c(C)sc2n1
→ 8	-8	-0.9	0.7	3	100	0.3	-2	14	2
COc1cccc(N2CCN(C(=O)CCNS(=O)(=O)c3ccc(F)c(F)c3)CC2)c1
→ -5	4	-0.4	-0.4	-1	175	-0.1	12	-1	-6
COc1ccc(C2=NN(C(=O)CSc3nc4ccccc4s3)C(c3ccc(OC)cc3)C2)cc1 (stereo not drawn)
→ 0	1	2.4	0.2	-4	98	-0.2	-2	-1	0
CCOc1cc(/C=N/NC(=O)C(=O)N/N=C/c2ccc(O)c(OCC)c2)ccc1O
→ 3	5	0.2	0.5	2	118	-0.2	-5	9	0
Cn1cnc2cc(NC(=O)c3ccc(Cl)cc3)ccc21
→ 3	23	-3.1	0.3	-3	98	0.3	4	0	-7
CCCCn1nnnc1C(c1cc2ccccc2o1)N1CCN(c2cc(C)nc3ccccc23)CC1 (stereo not drawn)
→ 13	nt	-1.4	nt	nt	102	0.4	14	nt	13

Outcome played no part in choosing rows, and some 4.5% of all compounds hit somewhere here.
